From PubChem BioAssay
AmpC inh no detg = AmpC beta-lactamase inhibition without detergent. AID 485341. P00811. Potency, µM (series often up to 57.1 µM), for inactives: at the top dose activity change, negative = inhibition, most hits filed as inhibitors. 330,000 compounds, 0.52% hits. AmpC nitrocefin hydrolysis, absorbance 480 nm, 0.0001% Triton;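 further: plate controls were no compound for no effect and no enzyme for full effect; nearly all actives have a fitted effect of over 20% in size; some results filed as inactive show a strong effect at the top dose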
Target sequence (P00811 whole entry, looked up): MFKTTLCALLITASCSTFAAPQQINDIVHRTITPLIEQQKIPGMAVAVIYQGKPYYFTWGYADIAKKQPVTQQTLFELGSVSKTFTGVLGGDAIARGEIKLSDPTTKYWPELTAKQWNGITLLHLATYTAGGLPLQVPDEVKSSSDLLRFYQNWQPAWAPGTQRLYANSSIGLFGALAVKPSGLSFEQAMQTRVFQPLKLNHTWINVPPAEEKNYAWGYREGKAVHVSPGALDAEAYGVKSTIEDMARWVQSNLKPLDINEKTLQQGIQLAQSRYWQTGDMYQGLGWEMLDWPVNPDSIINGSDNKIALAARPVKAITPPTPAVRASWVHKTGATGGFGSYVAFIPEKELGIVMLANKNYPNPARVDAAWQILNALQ
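20 mM phosphate pH 7.0 + 0.01% (detergent screen) or 0.0001% Triton X-100; 5.3 nM AmpC reagent; cpd preinc 15 min RT; nitrocefin (800 uM stock) to start; A480 q20 s × 4 min; Activity was normalised to no-enzyme and no-compound control wells.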
TbPYK inhibitor = blocks Trypanosoma brucei pyruvate kinase; TbPYK enzyme, Kinase-Glo Plus ATP luminescence, 45 min; Potency, µM (highest dose often 76.8 µM), without a hit: at the highest dose activity, negative = inhibition, hits mostly inhibitors; AID 624173; Q57TT1; 410,000 compounds, 0.12% hits; further: nearly all actives have a fitted effect of over 50% in size
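Glycolytic pyruvate kinase of T. brucei was incubated with substrate, test compound and 130 uM ADP for 45 minutes at room temperature. Luminescent Kinase-Glo Plus signal was measured after 10 minutes.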
Starred values were filed as active, the others as inactive; ? = inconclusive; [ ] = dose if it differs, or a comment. The call rests on the fitted dose curve; in most records, active means well fitted curve in the direction sought with a large enough effect; inconclusive means small, poorly fitted or top-dose-only effect, or another doubt; inactive means no such curve, though single readings can be large; an effect the other way counts as inactive or inconclusive. Unless noted, on the % scale 0 is the no-effect control and ±100 the full control effect; potency means the concentration at half of the fitted maximal effect.

Structure | AmpC inh no detg | TbPYK inhibitor
Cc1cccc(C)c1NC(=O)COC(=O)[C@@H]1CCCN1C(=O)c1cccs1 | -12.7% | 2.8%
O=S(=O)(c1cccc(-c2n[nH]c(=S)n2-c2cccc(C(F)(F)F)c2)c1)N1CCOCC1 | -19.4% | ?
Cn1ccnc1SCC(=O)NCC(=O)Nc1ccc(F)c(F)c1F | -11.1% | 0.4%
Cc1cc(C(=O)COC(=O)Cc2ccc(Cl)cc2)c(C)n1C | -10.0% | -1.1%
Cc1noc(C)c1NC(=O)Nc1cccc2c1O[C@H](CN(C)S(=O)(=O)c1cn(C)cn1)[C@@H](C)CN([C@H](C)CO)C2=O | 0.4% | 0.5%
CC1CCCC(C)N1C(=O)COC(=O)/C=C/c1ccco1 (stereo not drawn) | -2.6% | -2.0%
Cc1ccc(C)c(NC(=O)CN(C)C(C)C(=O)N2CCCC2)c1 (stereo not drawn) | -7.5% | 1.5%
CCCCNc1nnc(SCC(=O)c2c(N)n(C3CC3)c(=O)[nH]c2=O)s1 | -12.1% | -4.7%
O=C(COC(=O)c1ccc[nH]c1=O)NCCC1=CCCCC1 | -21.0% | 1.7%
CC[C@]12c3[nH]c4ccc(Cl)cc4c3CCN1C(=O)[C@@H](CC(=O)NC/C=C(\C)CCC=C(C)C)C[C@@H]2C(=O)N1CCN(C(=O)C2CC2)CC1 | 243.0%[activator] | 0.0%
COC(=O)c1c(-c2ccc(OC)cc2)sc2ccc(OC)cc12 | -7.6% | 3.2%
COc1ccc(CC(=O)Nc2cc(S(=O)(=O)Nc3ccc(OC)cc3)ccc2OC)cc1 | -35.9% | 0.4%
O=C1CSc2ccc(C(=O)NCc3ccccn3)cc2N1 | -12.3% | 2.6%
O=C(COC(=O)CCNS(=O)(=O)c1ccccc1)NC1CC1 | -16.8% | 0.0%
Cc1noc(C)c1NC(=O)N(C)C[C@@H]1Oc2ccc(NC(=O)C3CCCCC3)cc2C(=O)N([C@@H](C)CO)C[C@H]1C | 0.6% | -0.3%
COc1ccc(N2CCN(C(CNS(=O)(=O)c3ccc(C)cc3)c3ccccc3)CC2)cc1 (stereo not drawn) | -10.2% | 8.8%
COc1ccc(CNC(=O)COC(=O)c2ccc(Br)c(S(=O)(=O)N3CCOCC3)c2)cc1 | 17.4% | 1.3%
COc1ccc2c(C(=O)NCCCCO)c(-c3ccc(S(C)(=O)=O)cc3)sc2c1 | 94.0%[activator] | -2.4%
CN1CCC(N(C)C(=O)c2cc(S(=O)(=O)N(C)c3ccccc3)ccc2Cl)CC1 | -0.6% | -7.9%
C=CCn1c(SCC(=O)Nc2sc3c(c2C#N)CCC(C)C3)nc2cc(C(=O)O)ccc2c1=O (stereo not drawn) | -39.3% | 5.8%
CN(C(=O)CSc1n[nH]c(N)n1)C1CCCCC1 | -7.5% | -3.1%
Cc1cc(S(=O)(=O)NC[C@H]2O[C@@H](n3cnc4c(N)ncnc43)[C@H](O)[C@@H]2O)c(C)s1 | -7.5% | -8.6%
COc1ccc(NC(=O)N(C)C[C@H]2Oc3c(NS(=O)(=O)c4ccc(F)cc4)cccc3C(=O)N([C@H](C)CO)C[C@@H]2C)cc1 | 151.1%[activator] | -0.4%
O=C(Cn1nc(C(=O)O)c2ccccc2c1=O)Nc1cccc(S(=O)(=O)N2CCCCCC2)c1 | -18.3% | -1.2%
CC(NC(=O)c1cccc(S(=O)(=O)N(C)c2ccccc2)c1)c1cccnc1 (stereo not drawn) | -6.0% | 0.9%
COc1ccc(S(=O)(=O)Nc2ccc3c(c2)C(=O)N([C@H](C)CO)C[C@H](C)[C@@H](CN(C)C(=O)Nc2c(C)noc2C)O3)cc1 | -6.3% | 0.6%
COc1ccc(C(CNS(=O)(=O)c2ccc(NC(C)=O)c(OC)c2)N2CCCC2)cc1 (stereo not drawn) | -9.8% | -3.0%
C=CC[C@@H](CC(=O)N(CCO)Cc1ccccc1)C(=O)N[C@H](COC(=O)[C@@H](CC=C)CC(=O)OC(C)(C)C)C(C)(C)C | 254.3%[activator] | -3.2%
CC(C)(C)OC(=O)C[C@@H]1C/C=C\C[C@@H](CC(=O)N[C@@H](CO)Cc2ccccc2)C(=O)N2CCC[C@@H]2COC1=O | 280.3%[activator] | 2.0%
c1ccc(-c2sc3ccccc3c2-c2ccc(OCCN3CCOCC3)cc2)cc1 | -3.7% | 6.4%

As a working copy, two of the compounds above:
Structure | AmpC inh no detg | TbPYK inhibitor
O=S(=O)(c1cccc(-c2n[nH]c(=S)n2-c2cccc(C(F)(F)F)c2)c1)N1CCOCC1 | -19.4% | ?
Cn1ccnc1SCC(=O)NCC(=O)Nc1ccc(F)c(F)c1F | -11.1% | 0.4%

More structures.
Structure | AmpC inh no detg | TbPYK inhibitor
COc1cc2c(cc1OC)[C@@H](NC(=O)C(C)C)[C@H](OCc1ccccc1)C2 | 34.8% | 4.0%
C[C@H](CO)N1C[C@H](C)[C@@H](CN(C)S(=O)(=O)c2cccs2)Oc2ccc(NC(=O)Cn3cnnn3)cc2C1=O | 19.1% | 1.4%
O=C(COC(=O)CCC(=O)c1cccs1)NCCc1ccccc1 | -36.1% | -20.2%
CC(C)NC(=O)N(C)C[C@H]1Oc2c(cccc2N(C)C)C(=O)N([C@H](C)CO)C[C@@H]1C | -9.2% | 0.1%
O=C(CSc1ncn[nH]1)Nc1ccc(Br)cc1Br | -23.3% | 4.5%
C[C@@H]1CN([C@H](C)CO)C(=O)Cc2cc(NC(=O)CCC(F)(F)F)ccc2O[C@@H]1CN(C)C(=O)NC1CCCCC1 | 129.6%[activator] | 3.0%
COC(=O)[C@H](CC(C)C)NC(=O)Cn1cnc2c(OCc3ccccc3)ncnc21 | 42.9% | -13.8%
CCOC(=O)CCCCCC(=O)Nc1ccc2c(c1)CC(=O)N([C@H](C)CO)C[C@@H](C)[C@H](CN(C)Cc1ccc3c(c1)OCO3)O2 | 292.3%[activator] | 5.0%
Cc1c(Cl)cccc1NC(=S)Nc1ccc(S(=O)(=O)Nc2ncccn2)cc1 | -12.3% | -8.2%
N#Cc1cccc(NC(=O)COC(=O)c2cc(S(=O)(=O)Nc3ccccc3Cl)ccc2O)c1 | -17.8% | -4.4%
COCCn1c(SCC(=O)Nc2ccc3[nH]c(=O)[nH]c3c2)nc2ccccc21 | -14.3% | 5.7%
O=C(Nc1cc(Cl)ccc1N1CCOCC1)c1ccncc1 | -2.5% | 1.4%
COc1cc(/C=C/C(=O)Nc2ccc(OC)c(S(=O)(=O)N3CCOCC3)c2)ccc1OC(F)F | 126.5%[activator] | 2.5%
C=C(Br)CN1[C@@H](Cc2ccccc2)[C@H](O)[C@@]23C=C[C@@H](C[C@@H]2S1(=O)=O)O3 | 5.2% | -19.2%
O=C(NC1CCCCCC1)c1cccc(S(=O)(=O)N2CCOCC2)c1 | -8.2% | 6.2%
COc1ccccc1CNC(=O)COC(=O)c1ccc(S(=O)(=O)N2CCCCC2)cc1 | 43.6% | -19.3%
CCOC(=O)c1cccc(NC(=O)c2ccc(-n3cnnn3)cc2)c1 | -7.5% | -4.8%
CCSc1nnc(NC(=O)CCNC(=O)c2ccccc2Cl)s1 | -18.4% | 5.8%
O=c1oc(CCO)cc2ccc(Br)cc12 | -10.1% | -7.4%
O=C(COC(=O)CCC(=O)c1ccc(F)cc1)Nc1ccc(Cl)cn1 | -29.2% | 1.4%
CSc1ncccc1C(=O)OCC(=O)N1CCN(C(=O)c2ccco2)CC1 | -23.3% | -6.7%
Cc1nc(N/C(N)=N/S(=O)(=O)c2ccccc2)nc2ccccc12 | -44.8% | -1.3%
CC(C)(C)C1CCC(CN2C(Nc3ccccc3)=NC[C@@H]2Cc2ccccc2)CC1 (stereo partly drawn) | 45.9% | 0.0%
COc1ccc(CC(=O)OCC(=O)NCc2ccc3c(c2)OCO3)cc1OC | -7.3% | 6.9%
CCCCN1C(=N)N([C@@H](C)CN2CCC[C@H]2CN2C(N)=NC[C@@H]2Cc2ccccc2)C[C@H]1[C@H](C)CC | 28.4% | 3.0%
CC(Oc1cccc(Br)c1)C(=O)NNC(=O)c1ccccn1 (stereo not drawn) | -19.1% | 8.7%
CN(C)c1ccc(C(=O)NCC(c2cccs2)N2CCOCC2)cc1 (stereo not drawn) | 21.1% | 1.1%
O=C(CCCOc1ccccc1)NNC(=O)c1ccc(Cl)cc1 | -16.2% | 2.1%
Cc1nn(CC(=O)Nc2ccc3c(c2)OCCO3)c(C)c1[N+](=O)[O-] | -21.6% | 2.5%
CC(C)CC[C@@H](O)[C@](C)(O)C1CC[C@@]2(O)C3=CC(=O)[C@@H]4C[C@@H](O)[C@@H](O)C[C@]4(C)C3CC[C@]12C (stereo partly drawn) | -11.7% | 0.6%
CCC1(c2ccccc2)NC(=O)N(CC(=O)N2CCc3ccccc32)C1=O (stereo not drawn) | -1.6% | 1.4%
CCOc1ccc(NC(=O)CN2C(=O)NC(CCc3ccccc3)C2=O)cc1OCC (stereo not drawn) | -1.2% | 1.0%
Nc1cc(Cl)ccc1C(=O)OCC(=O)NCc1cccs1 | -23.6% | -6.1%
O=C(COC(=O)/C=C/c1cccc(F)c1)NC1CCCCCC1 | -15.4% | -3.8%
O=C(NCc1cccc(OC(F)(F)F)c1)c1cccc2c1C(=O)c1ccc(-c3ccc(F)cc3OCc3ccccc3)cc1S2(=O)=O | -30.6% | 3.0%
O=C(COC(=O)CCN1C(=O)C2CC=CCC2C1=O)Nc1ccc([N+](=O)[O-])cc1 (stereo not drawn) | -13.5% | -8.0%
COc1cccc2sc3cc(C#Cc4ccccn4)ccc3c(=O)c12 | 56.4% | -15.0%
COc1ccc(OC)c(/C=C/C(=O)OCC(=O)NCc2ccccc2)c1 | -23.8% | -1.1%
COc1cccc(CN(C)C(=O)CCN=C2NS(=O)(=O)c3ccccc32)c1 | -10.9% | 2.1%
CN(C(=O)CSc1nccc(=O)[nH]1)C1CCCCC1 | -16.8% | -0.8%
COC(=O)c1ccc2c(c1)c(-c1ccccc1)c(-c1ccccc1)n2C | -21.7% | 3.3%
O=S(=O)(c1ccc2ccccc2c1)N1CCN(c2ccc(O)cc2)CC1 | 10µM* | ?
Cc1cc(C(=O)OCC(=O)NCCN2C(=O)CSC2=O)ccc1[N+](=O)[O-] | -35.0% | 2.1%
CC[C@@H]1C=C(C(=O)O)[C@H](c2ccc(OC)c(OC)c2)N1S(=O)(=O)c1ccc(C)cc1 | -7.9% | -7.2%
C=CC(C)(C)c1c2occc2c(O)c2ccc(=O)oc12 | -38.5% | -1.4%
COc1ccc2c(C)cc(SCC(=O)NC3CCCCC3)nc2c1 | -10.2% | 0.3%
COc1cc(NC(=O)COc2ccc(-n3cnnn3)cc2)cc(OC)c1OC | -20.7% | -1.8%
COc1ccc(NC(=O)CSc2ccc(NC(C)=O)cc2)cc1S(=O)(=O)N1CCOCC1 | -6.8% | 0.7%
O=C(COC(=O)c1ccccn1)NNC(=O)c1ccc(Br)cc1 | -21.0% | -2.0%
CN(C(=O)c1ccc(NC(=O)C2CCCN(C(=O)OC(C)(C)C)C2)cc1)C1CC1 (stereo not drawn) | 81.4%[activator] | 2.1%
O=C(Nc1cc(Cl)ccc1N1CCOCC1)C1CC1 | -8.6% | -5.4%
Cc1ccccc1-c1cc(=O)c2ccccc2o1 | -20.3% | 7.6%
CC(=O)/C=C/c1ccccc1 | 5.0% | 0.5%
CC(C)(C)OC(=O)C[C@H]1C/C=C\C[C@H](CC(=O)NCCO)C(=O)NC[C@H](c2ccccc2)OC1=O | 106.4%[activator] | 0.8%
CC[C@@]1(C(=O)OC)N[C@H](CN(C)C(=O)Nc2ccc(Cl)cc2)[C@@H]2C(=O)N(Cc3ccccc3)C(=O)[C@@H]21 | 31.6% | 3.8%
COc1ccc(/C=C/C(=O)OCC(=O)N(C)CC(=O)Nc2ccc(C)cc2)c(OC)c1 | 18.5% | -5.7%
CC(N=C1NS(=O)(=O)c2ccccc21)C(=O)NCc1ccc(F)cc1 (stereo not drawn) | -20.1% | 3.9%
Cc1ccsc1CN(C)CC(=O)Nc1ccccc1C(=O)NC1CC1 | -11.5% | 1.4%
C=CCN(c1ccccc1OC)S(=O)(=O)c1cccc(C(=O)NC2=NCCS2)c1 | -15.6% | -3.4%
CCOc1ccc(C(=O)CCC(=O)N2CCN(c3ccccc3O)CC2)cc1 | -4.0% | -5.4%

New compounds follow
Structure | AmpC inh no detg | TbPYK inhibitor
CC(C)NC(=O)N(C)C[C@H]1Oc2ccc(NS(=O)(=O)c3ccccc3)cc2C(=O)N([C@H](C)CO)C[C@@H]1C | -6.6% | -2.6%
CC1CN(C(=O)COC(=O)c2cc3ccccc3cc2O)CC(C)O1 (stereo not drawn) | 110.2%[activator] | 0.2%
Cc1noc(C)c1NC(=O)N(C)C[C@H]1Oc2ccc(NS(=O)(=O)c3ccccc3)cc2C(=O)N([C@H](C)CO)C[C@@H]1C | -5.9% | -1.9%
O=C(Nc1ccc(Cl)c(S(=O)(=O)N2CCOCC2)c1)c1ccncc1 | -15.6% | 8.9%
CCSc1ccc([C@@H]2[C@H]3C(=O)N(CC)C(=O)[C@H]3[C@]3(C(=O)OC)CCCCN23)cc1OC | 207.5%[activator] | -14.7%

Only part of the results is shown; the hit share may differ from the screen's.
